CHT PAM: CHT positive allosteric modulators, primary screen, cell-based, membrane potential dye, choline EC20; CHT-expressing cells; hits give high values; LV-AA mutant CHT in HEK293 cells; B-score at 10 µM; actives 0.49% (n = 310,000);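 active means initial fluorescence not abnormally high and integrated response B-score, plate-corrected, over 3 SD above library mean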
OX1R antagonist: OX1R (HCRTR1) antagonists, primary screen, fluorescence, CHO/OX1R cells, Fluo-8 calcium, orexin A; Orexin/Hypocretin receptor type 1 (Homo sapiens), O43613; Fluo-8 calcium fluorescence; inhibition, % at 5 µM; actives 0.43% (n = 330,000); AID 434989, 2010;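 active means inhibition above its plate's threshold, mean inhibition of all tested compounds on the plate plus 3 SD, cut at about 37% in these data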;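 further: 0% = orexin A challenge wells and 100% = SB-334867-A antagonist wells; not every result past the cut was called active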
* = called active by the depositor; i = inactive; & = joins results of further samples. An excerpt; the hit share may differ from the screen's.

SMILES	CHT PAM	OX1R antagonist
CC[C@@H]1C(=O)OC[C@@H]1Cc1cncn1C	i	6&-7

Screening results (PubChem)
